# High-throughput results from PubChem BioAssay.
# CHOP UPR activ: activators of apoptotic CHOP UPR arm, primary screen, cell-based, CHO-CHOP luciferase reporter, luminescence, uHTS. activation, % at 10 µM. AID 449763, 2010. UPR activation; percent of tunicamycin response over DMSO baseline. hit rate 0.34% among 330,000;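 active = at 10 µM dose, activation of 40% or more, normalized to positive control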;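 note: 100% = tunicamycin at 10 µg/mL and 0% = DMSO alone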
#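 System: CHO CHOP reporter cells. Amount: 500 cells per well. Buffer or medium: F12 medium, 10% FBS. Compound dosing: one dose, 10 µM in 0.5% DMSO. Incubation: 6 h compound exposure at 37 °C after overnight seeding. Technique: Steady-Glo luciferase luminescence. Benchmarks: tunicamycin and DMSO controls.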
# Jurkat NFkB inh: inhibitors of induced NF-kB luciferase reporter, primary screen, TCR NF-kB activation inhibitor project, cell-based, luminescence, uHTS; Jurkat, PMA/ionomycin-induced NF-kB luciferase reporter; AID 435003, 2010; inhibition, % at 4 µM; hit rate 0.53% among 330,000; in the data active = inhibition above about 50%
# UPR XBP1 act: activators of adaptive XBP1 UPR arm, primary screen, cell-based, CHO-XBP1 luciferase reporter, luminescence, uHTS | IRE1-XBP1 UPR activation; percent of tunicamycin response, DMSO as zero | activation, % at 20 µM | hit rate 0.33% among 330,000 | AID 463104, 2010;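 active = versus positive control, 20 µM dose yields 30% or more activation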;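 note: 100% = tunicamycin at 10 µg/mL and 0% = DMSO only wells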
#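 Test system: CHO-XBP1 luciferase reporter cells | Buffer or medium: Serum-containing F12 medium, 10% FBS | Schedule: 6 h compound exposure at 37 °C, 5% CO2 | Detection: Steady-Glo luciferase glow luminescence, 10 min after reagent addition | Read-out basis: Activation, % of tunicamycin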
# Mdm2-MdmX inh: inhibitors of human Mdm2-MdmX association, primary screen, cell-based, luminescence, split luciferase, SaOS-2, uHTS. inhibition, % at 8 µM. AID 485346, 2010. SaOS-2 split-luciferase Mdm2/MdmX complementation. hit rate 3% among 330,000;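 active = inhibition of at least 50% at 8 µM in the primary screen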
# Gli-Sufu antag: Gli-Sufu pathway antagonists, primary screen, luciferase luminescence, Sufu-KO-LIGHT cells, uHTS; Sufu-KO-LIGHT fibroblasts, Gli luciferase reporter luminescence; inhibition, % at 5 µM; hit rate 0.74% among 340,000;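 active = inhibition above about 55%, limit read from the data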;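 note: 0% = DMSO-treated cells and 100% = wells with medium but no cells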
# CXCR6 block: CXCR6 receptor inhibitors, primary screen, cell-based, beta-arrestin, luminescence, CHO-K1 PathHunter, 1536-well; C-X-C chemokine receptor type 6 (Homo sapiens), O00574; inhibition, % at 20 µM; hit rate 0.36% among 360,000; AID 602244, 2012; in the data active = inhibition above about 34%, passing the limit was not always enough;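 note: antagonist mode with CXCL16 agonist at 10 nM final; 0% = 10 nM CXCL16 with DMSO and 100% = unstimulated wells without agonist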
# Target sequence (O00574 whole entry, looked up): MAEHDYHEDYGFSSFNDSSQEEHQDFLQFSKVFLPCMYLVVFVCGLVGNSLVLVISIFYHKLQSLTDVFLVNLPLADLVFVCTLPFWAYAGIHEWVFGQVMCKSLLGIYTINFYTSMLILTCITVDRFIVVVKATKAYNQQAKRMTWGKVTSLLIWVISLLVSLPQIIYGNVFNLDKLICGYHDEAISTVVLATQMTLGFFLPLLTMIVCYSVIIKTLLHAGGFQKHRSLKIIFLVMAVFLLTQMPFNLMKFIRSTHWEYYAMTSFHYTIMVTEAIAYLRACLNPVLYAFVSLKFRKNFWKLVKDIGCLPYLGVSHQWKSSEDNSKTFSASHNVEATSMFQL
# 697 NFkB inh: inhibitors of PMA/ionomycin-induced NF-kB reporter, 697 cells, primary screen, B-cell NF-kB inhibitor project, cell-based, luminescence, uHTS | AID 435022, 2010 | hit rate 0.33% among 330,000 | 697 B-cell NF-kB luciferase reporter, 16 h | inhibition, % at 4 µM; in the data active = inhibition above about 35%
# EBI2 block: EBI2 receptor antagonists, beta-arrestin recruitment, primary screen, cell-based, luminescence, 7a,25-OHC stimulation, uHTS. 7a,25-OHC stimulated. inhibition, % at 5 µM. hit rate 0.81% among 360,000; in the data active = inhibition above about 38%;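 note: enzyme fragment complementation signal reports receptor beta-arrestin coupling in cells; 0% = agonist plus DMSO wells and 100% = wells without agonist; some results beyond the cut were filed as inactive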
# Target sequence (P32249 whole entry, looked up, the tested form may be a part): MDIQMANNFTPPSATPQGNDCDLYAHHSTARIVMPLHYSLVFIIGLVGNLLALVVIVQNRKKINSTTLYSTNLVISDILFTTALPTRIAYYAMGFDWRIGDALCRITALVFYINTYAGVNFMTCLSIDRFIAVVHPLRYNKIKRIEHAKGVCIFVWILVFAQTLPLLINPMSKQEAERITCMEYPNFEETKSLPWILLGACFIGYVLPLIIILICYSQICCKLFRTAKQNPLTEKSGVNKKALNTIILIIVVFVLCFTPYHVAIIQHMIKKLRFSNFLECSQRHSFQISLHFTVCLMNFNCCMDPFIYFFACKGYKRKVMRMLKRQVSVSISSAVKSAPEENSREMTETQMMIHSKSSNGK
# CCR6 antagonist: CCR6 receptor antagonists, primary screen, cell-based, CHO-K1, luminescence, beta-arrestin, uHTS. inhibition, % at 20 µM. CHO-K1 CCR6 PathHunter beta-arrestin, CCL20-stimulated. hit rate 0.49% among 340,000;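 active = compounds whose inhibition of the agonist-driven luminescence signal at 20 µM reaches about 50%, limit read from the data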;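 note: cells stimulated with CCL20 at 14 nM final; plate controls were DMSO with CCL20 for no effect and DMSO without agonist for full effect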
# Target sequence (P51684 whole entry, looked up): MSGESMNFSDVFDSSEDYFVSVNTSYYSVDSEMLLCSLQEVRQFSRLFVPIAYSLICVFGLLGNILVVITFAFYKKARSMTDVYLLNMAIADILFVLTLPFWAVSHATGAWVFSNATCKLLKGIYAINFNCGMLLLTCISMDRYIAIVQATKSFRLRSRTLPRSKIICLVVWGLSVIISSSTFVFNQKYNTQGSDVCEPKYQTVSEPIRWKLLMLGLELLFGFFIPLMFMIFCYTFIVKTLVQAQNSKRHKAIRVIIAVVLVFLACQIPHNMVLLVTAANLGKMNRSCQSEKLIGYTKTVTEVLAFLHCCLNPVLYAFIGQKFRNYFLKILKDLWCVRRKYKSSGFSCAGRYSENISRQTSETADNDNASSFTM
# * = called active by the depositor; i = inactive; . = not tested or not shown.
compound	CHOP UPR activ	Jurkat NFkB inh	UPR XBP1 act	Mdm2-MdmX inh	Gli-Sufu antag	CXCR6 block	697 NFkB inh	EBI2 block	CCR6 antagonist
O=C(O)c1ccc(COc2ccc3ccccc3c2)o1	-0.5	-44.4	-2.1	-51.6	-82.5	-1.1	-114.8	-2.2	-7.8
COc1ccc(OC)c(NC(=O)c2cc3sccc3n2C)c1	3.1	-9.6	2.8	-26.3	-6.9	1.8	7.8	18.6	8.6
CC(=O)c1ccc(C(=O)NC2CC(C)(C)Cc3c2cnn3-c2ccccc2)cc1 (stereo unspecified)	0.5	4.7	1.3	5.1	11.2	8.3	5.7	6.5	22.3
Cc1cc(NC2=CC(=O)C(=O)c3ccccc32)no1	.	.	.	.	0.0	14.7	.	-38.1	32.9
COc1ccc(-c2nn(-c3ccccc3F)cc2CNCCn2nc(C)cc2C)cc1	0.6	4.1	1.0	-0.2	16.6	7.3	-9.8	5.6	-4.4
COc1ccc(N(CC(=O)Nc2cc(Cl)ccc2C)S(=O)(=O)c2c(C)n[nH]c2C)cc1	1.5	45.5	-3.3	49.1	-6.2	0.7	-25.2	1.1	1.5
Cc1ccc(S(=O)(=O)N2CCC(C(=O)NCC(C)(C)N3CCOCC3)CC2)c(C)c1	-0.3	2.0	-2.6	-6.9	13.2	1.5	-25.9	9.3	-3.0
O=C(COC(=O)CNC(=O)c1ccccc1F)Nc1ccc(Cl)cn1	1.3	13.3	1.1	-12.9	-21.8	12.1	9.8	-11.3	-7.5
CCSc1nc2sc3c(c2c(=O)n1C1CCCCC1)CCN(C)C3	.	.	.	.	20.5	8.1	.	11.7	3.5
CC1CN(c2cc3nccnc3cc2F)CC(C)O1 (stereo unspecified)	-1.4	4.3	-0.6	9.4	8.3	1.6	17.0	0.8	3.9
CCOC(=O)/C=C/[C@H]1CC2(CCO1)SCCCS2	4.9	-20.7	4.5	-8.4	-44.2	-3.1	-20.7	-11.2	-2.0
COC(=O)CSc1nc2c(c(-c3ccc(O)cc3)c1C#N)CCCC2	-1.9	0.1	-2.8	-6.1	-19.0	6.5	-7.1	-2.4	11.5
CCC1CCCCN1c1cc(C)nc2cc(-c3cccc(C)c3)nn12 (stereo unspecified)	0.0	1.0	-1.5	27.0	1.9	-0.3	-31.6	5.9	9.5
CN(Cc1ccccc1)C(=O)CN1C(=O)NC2(CCCC2)C1=O	-0.9	-3.1	0.7	-15.6	4.7	10.0	13.1	-14.0	-4.3
O=C(NCc1cccnc1)C1CC(c2cccc(Br)c2)=NO1 (stereo unspecified)	-1.0	16.7	-4.7	5.2	-12.1	4.3	-2.1	6.4	6.2
CCCCC(=O)Nc1cc([N+](=O)[O-])ccc1Cl	-0.2	9.3	-4.3	-11.1	92.4*	3.5	8.1	-1.7	-18.5
CCN(CC)CCNC(=O)c1[nH]c2ccc(OCc3ccccc3)cc2c1C	1.7	-8.9	9.8	60.7*	22.0	-8.1	-45.8	-4.5	8.0
Cc1ccc(CNC(=O)CSc2nc3c(sc4ccccc43)c(=O)n2CCCN2CCCC2)cc1	4.6	-15.2	1.4	50.8*	18.9	-10.6	-19.4	1.7	11.9
N#Cc1ccc(-c2csc(NC(=O)c3ccc(N4C(=O)CCC4=O)cc3)n2)cc1	-1.2	-0.1	-0.4	6.4	-2.0	-9.5	-23.3	-4.2	11.9
Cc1ccccc1C(=O)NNC(=O)C1CCCN(c2ncccn2)C1 (stereo unspecified)	0.2	-9.0	-0.1	5.9	-2.8	4.4	6.0	2.0	-2.0

# 2 entries from above, with values under each structure.
# Below each compound: CHOP UPR activ, Jurkat NFkB inh, UPR XBP1 act, Mdm2-MdmX inh, Gli-Sufu antag, CXCR6 block, 697 NFkB inh, EBI2 block, CCR6 antagonist
- Cc1ccc(S(=O)(=O)N2CCC(C(=O)NCC(C)(C)N3CCOCC3)CC2)c(C)c1
→ -0.3, 2.0, -2.6, -6.9, 13.2, 1.5, -25.9, 9.3, -3.0
- O=C(COC(=O)CNC(=O)c1ccccc1F)Nc1ccc(Cl)cn1
→ 1.3, 13.3, 1.1, -12.9, -21.8, 12.1, 9.8, -11.3, -7.5

# Other entries
compound	CHOP UPR activ	Jurkat NFkB inh	UPR XBP1 act	Mdm2-MdmX inh	Gli-Sufu antag	CXCR6 block	697 NFkB inh	EBI2 block	CCR6 antagonist
CCCNC(=O)Cn1cccc1C(=O)c1ccccc1	-4.6	7.0	0.5	-3.6	-12.4	-5.2	14.4	-14.3	-1.7
N=C(N)SCc1nc2ccccn2c1Br	0.1	-1.5	-1.0	-6.0	-5.2	4.3	7.4	1.0	5.3
C/C(=N\NC(=O)c1cc(C)oc1C)c1ccc2ccccc2c1	4.0	6.6	0.5	22.4	0.4	3.4	-35.0	6.0	1.2
O=c1ccc2cc3c(-c4ccccc4)coc3cc2o1	0.2	-4.6	-4.2	18.0	13.7	4.8	2.2	2.3	9.9
O=C(COC(=O)Cc1ccc(Br)cc1)NC1CC1	-0.4	-2.1	-3.5	-18.5	27.5	-6.2	5.9	7.7	0.7
O=C(Nc1cccc2c1CCCC2)c1ccncc1	-1.5	5.8	-0.2	15.3	1.4	-2.4	8.8	4.3	-2.7
CCOc1c(OC(C)=O)ccc(/C=C/c2ccc3cccc(OC(C)=O)c3n2)c1[N+](=O)[O-]	4.5	-87.9	4.1	-44.7	-7.5	-0.7	-33.9	13.5	9.7
CC1C(=O)OC2C1CCC1(C)CCC(=O)C(C)C21 (stereo unspecified)	0.1	-6.4	-6.1	-1.2	2.6	4.4	-5.9	-3.2	-3.3
COc1ccc(NC(=O)CSc2nc3n[nH]c(C)c3c(=N)n2-c2ccc(Cl)c(C)c2)cc1OC	8.0	26.7	34.4*	31.1	-8.0	-7.1	13.5	23.9	-33.7
Cc1nc(SCC(=O)Nc2cccc(S(=O)(=O)N3CCOCC3)c2)nc(C)c1C	-0.9	-7.1	0.8	23.6	2.8	3.4	-7.0	-6.3	3.2
Cc1cccc(C)c1N1CCN(S(=O)(=O)c2ccccc2)CC1	-0.5	-11.1	1.1	16.8	8.6	2.2	-9.6	6.5	17.5
CCOC(=O)c1cnc(-n2nc(C)cc2C)nc1Nc1ccc(O)cc1	-5.8	20.7	-4.3	14.9	49.1	-7.2	-68.5	-41.4	-10.5
Cc1ccnn1CCC(=O)N1CCCC(CCC(=O)N2CCN(c3ccccn3)CC2)C1 (stereo unspecified)	-1.7	9.2	-4.9	6.9	6.5	3.2	7.4	-6.6	9.7
N#Cc1ccc(-n2nccc2-c2cnc3n(c2=O)CCS3)cc1	-1.6	-3.7	0.9	-66.3	-0.9	-2.1	-35.0	-6.5	-0.3
O=C(O)c1ccc(NS(=O)(=O)c2cccc(S(=O)(=O)c3ccc(Cl)c(Cl)c3)c2)cc1	1.2	-1.2	5.2	18.0	-20.7	2.9	6.5	-6.7	7.8
C=CCN(C(=O)OC(C)(C)C)S(=O)(=O)NCc1ccccc1	-0.4	1.3	-2.2	-8.4	-15.9	-1.5	11.3	-1.6	12.9
O=C(CCn1c(=O)oc2ccccc21)Nc1cccc(Cl)c1	2.0	0.6	-0.8	-2.0	-3.9	5.5	8.6	-1.2	1.1
NNC(=O)Cn1cnc2ccccc21	0.3	-3.5	1.1	-4.8	4.3	0.9	9.5	-13.6	0.4
CC(=O)Nc1ccc(CN2CCCC(C(=O)c3cccc(C(F)(F)F)c3)C2)cc1 (stereo unspecified)	-1.4	4.5	-0.8	3.1	28.0	4.3	-6.7	12.2	1.3
O=c1oc2cc(O)ccc2cc1-c1ccccc1	5.1	-8.6	4.0	-38.5	-60.2	-32.3	-38.9	-4.7	-10.1
COCCCNC(=O)CN1C(=O)COc2ccc(S(=O)(=O)N3CCCCCC3)cc21	3.1	-5.7	-0.4	-1.6	2.0	-2.3	5.4	11.3	13.5
COc1nn(-c2nc(-c3ccccc3)cc(C(F)(F)F)n2)cc1[N+](=O)[O-]	-0.3	3.7	1.2	-3.1	5.3	0.7	7.1	-3.0	7.0
O=C(Nc1ccc(S(=O)(=O)N2CCCCC2)cc1)C1CC(=O)N(Cc2ccccc2)C1 (stereo unspecified)	-0.2	-2.3	-4.5	9.8	-21.9	-4.5	18.9	9.1	13.4
Cc1[nH][nH]c(=O)c1C(c1c(C)[nH][nH]c1=O)c1cn(Cc2ccc(F)cc2)c2ccccc12	.	.	.	.	2.8	61.5*	.	20.4	79.3*
CC(C)c1[nH]nc2c1C(Cc1ccccc1)C(C#N)=C(N)O2 (stereo unspecified)	0.6	4.8	-2.4	-2.7	9.5	-3.1	-8.0	-23.1	-9.1
COc1ccc(C(=O)Nc2ccccc2N2CCOCC2)cc1S(=O)(=O)N1CCOCC1	0.7	10.7	-0.6	-10.4	-1.9	-2.7	11.5	-1.7	-1.7
COc1ccc(OC)c(S(=O)(=O)N2CCN(C(=O)CCc3ccccc3)CC2)c1	2.3	-7.1	1.0	-3.2	-6.1	-3.9	-2.0	13.4	7.7
COc1ccc(-c2nn(-c3ccccc3)cc2CN(C)CCn2ccnc2C)c(F)c1	0.9	-15.3	-0.5	-18.7	5.5	-2.7	-33.7	11.3	1.8
COc1cc(CN2CCNC(=O)C2CC(=O)N2CCc3ccccc3C2)cc(OC)c1 (stereo unspecified)	-2.6	-5.3	5.3	-2.5	-0.8	-3.2	2.5	1.2	-2.5
CCOC(=O)CN(C(=O)CSc1nnnn1C)c1ccccc1	0.8	9.5	-0.7	21.7	-0.3	2.6	13.5	6.0	0.3
CC(C)CNC(=O)C1CCN(CC2CCCCC2)CC1	3.3	1.9	-3.7	17.0	5.9	-5.1	-1.0	-3.5	-0.5
O=C(CCNC(=O)c1ccc([N+](=O)[O-])cc1)Oc1ccc(F)c(F)c1	1.6	-15.7	-0.3	-36.6	0.5	-6.2	5.1	-6.0	-5.7
CC(C)C(=O)N1CCN(c2ccccc2NC(=O)COc2ccc(C3CCCCC3)cc2)CC1	-1.0	10.1	-2.4	46.2	7.8	28.6	-27.3	23.1	27.4
COc1ccc(S(=O)(=O)N2CCOC23CCN(S(=O)(=O)c2cc(C)ccc2C)CC3)cc1	0.4	9.9	-5.1	-17.4	7.1	11.0	9.4	-4.1	16.6
O=C(NCC1CCCC(CNC(=O)Nc2ccc(Cl)cn2)C1)Nc1ccc(Cl)cn1 (stereo unspecified)	3.3	2.5	8.3	27.2	27.5	-4.7	-3.9	-6.8	-7.9
O=c1oc(C2(O)CCCCC2)cc2ccc(-c3ccc4[nH]ccc4c3)cc12	6.9	-168.2	3.9	81.5*	3.5	1.1	i	9.4	8.5

# An excerpt from above in order of their number in CCR6 antagonist, largest number first:
SMILES	Jurkat NFkB inh	UPR XBP1 act	Mdm2-MdmX inh	CXCR6 block	697 NFkB inh	EBI2 block	CCR6 antagonist
COc1ccc(C(=O)Nc2ccccc2N2CCOCC2)cc1S(=O)(=O)N1CCOCC1	10.7	-0.6	-10.4	-2.7	11.5	-1.7	-1.7
O=C(CCNC(=O)c1ccc([N+](=O)[O-])cc1)Oc1ccc(F)c(F)c1	-15.7	-0.3	-36.6	-6.2	5.1	-6.0	-5.7
CC(C)c1[nH]nc2c1C(Cc1ccccc1)C(C#N)=C(N)O2 (stereo unspecified)	4.8	-2.4	-2.7	-3.1	-8.0	-23.1	-9.1
